SRC3 TRFRET art – flags TR-FRET format artefacts in PPARgamma SRC-3 recruitment agonist screen. TR-FRET artefact counter-screen, PPARgamma/SRC-3 format; stronger effect = higher value. TR-FRET ratio at 8 µM. hit rate 0.39% among 99,000. AID 1048; in the data active = TR-FRET ratio above about 2000; also: inactives centre near 1600; reference of the scale not given here
SRC1 TRFRET art – TR-FRET artefact, counter-screen to PPARgamma/SRC-1 agonist assay. TR-FRET detection artefact counter-screen, emission ratio; stronger effect = higher value. TR-FRET ratio at 8 µM. hit rate 0.34% among 99,000. AID 1051; in the data active = TR-FRET ratio above about 2300; also: inactives centre near 1800; reference of the scale not given here
* marks the source's active call; other numbers are inactive results. Only part of the results is shown (hit frequency here may not be typical).

SMILES	SRC3 TRFRET art	SRC1 TRFRET art
Cc1c(NC(NC(=O)CF)C(Cl)(Cl)Cl)c(=O)n(-c2ccccc2)n1C (configuration not stated)	1494	1919
O=C1NC(=S)N(Cc2ccco2)C(=O)/C1=C\c1cccs1	1519	1585
O=C1NC(=O)N(c2ccc(F)cc2)C(=O)/C1=C/c1ccc2c(c1)CCCN2Cc1ccccc1	1557	1869
CC(=O)Nc1ccccc1C(=O)C(=O)Nc1cccc(C(=O)N2CCC3(CC2)OCCO3)c1	1595	1794
COc1ccc(-n2c(-c3ccco3)nc3ccccc3c2=O)cc1	1707	1821
CN1C(=O)/C(=C\N2CCc3ccccc32)C(=O)NC1=S	1661	1888
CN1CCN(c2cccc3c2C(=O)c2ccccc2C3=O)CC1	1507	1995
CN1CC2([N+](=O)[O-])CC=C(Cl)C([N+](=O)[O-])(C1)C2 (configuration not stated)	1640	1681
Cc1cccc(C(O)(C(=O)NNC(=O)CN2CCN(C)CC2)c2cccc(C)c2)c1	1585	1880
CC1CCCN(c2ccc(C(=O)N3CCC4(CC3)OCCO4)cc2[N+](=O)[O-])C1 (configuration not stated)	1661	1946
O=C(c1cccc2ccccc12)C1CCCN(C2CCC2)C1 (configuration not stated)	1452	1429
O=C1NC(=O)C2(Cc3ccccc3N3CCCC32)C(=O)N1c1cccc(Cl)c1 (configuration not stated)	1529	1933
Cc1cccc(-n2c(O)c(C=NC34CN5CN(CN(C5)C3)C4)c(=O)[nH]c2=O)c1	1546	1782
C[C@@H]1O[C@@H](O[C@H]2C[C@@H](O)[C@]3(CO)[C@H]4[C@H](O)C[C@]5(C)[C@@H](C6COC(=O)C6)CC[C@]5(O)[C@@H]4CC[C@]3(O)C2)[C@H](O)[C@H](O)[C@H]1O (some centres not stated)	1589	1889
CCc1cc2c(s1)N(CC(=O)OC)C(=O)CN=C2c1ccccc1OC	1493	1887
Cc1ccccc1-n1c(-c2ccc([N+](=O)[O-])cc2)nc2ccccc2c1=O	1489	1779
CCOC(=O)c1ccc(N=Cc2c(O)n(-c3ccc(OC)cc3)c(=S)[nH]c2=O)cc1	1443	1814
CN(C)c1ccc(/C=C/C=C2/C(=O)NC(=O)N(c3ccccc3)C2=O)cc1	2895*	2995*
O=C(O)c1ccc(Cl)nc1	1605	1682
CN1CCC(N2CC3CC(C2)c2cccc(=O)n2C3)CC1 (configuration not stated)	1625	1841
CCn1c(O)c(C=Nc2ccc(S(N)(=O)=O)cc2)c(=O)n(CC)c1=S	1683	1990
Cc1c(C(c2ccc(O)cc2)c2c(O)c3ccccc3oc2=O)c(=O)n(-c2ccccc2)n1C (configuration not stated)	1515	1801
O=C(Cc1ccccc1)Oc1cccc(-n2cnnn2)c1	1474	1826
CCOC(=O)N(CC)c1ccc(C(O)(C(=O)OCC)C(F)(F)F)cc1 (configuration not stated)	1674	1848
COP(=O)(OC)C(NC(=O)/C=C/c1ccccc1)C(Cl)(Cl)Cl (configuration not stated)	1464	1663
Next part:
SMILES	SRC3 TRFRET art	SRC1 TRFRET art
COc1cccc(C(=O)C2CCCN(Cc3ccon3)C2)c1 (configuration not stated)	1874	1819
CN(C)c1ccc(/C=C2/C(=O)NC(=O)N(CCc3ccc(F)cc3)C2=O)cc1	1678	2053
CN1CCN(c2cn[nH]c(=O)c2Cl)CC1	1642	1791
COc1ccc(N2C(=O)/C(=C/C=C/c3ccccc3[N+](=O)[O-])C(=O)NC2=S)cc1	1594	1626
Cc1cc(Cl)ccc1OCCCC(=O)NCc1cccs1	1431	1846
Cc1ccccc1C(=O)NC(Oc1ccccc1)C(Cl)(Cl)Cl (configuration not stated)	1546	1861
NCCc1c[nH]c2ccccc12	1395	1760
COc1ccc(C(=O)C2CCCN(Cc3ccon3)C2)cc1OC (configuration not stated)	1612	1750
CN(C)C(=O)Oc1ccc(Cl)c2cccnc12	1390	1754
Cc1c(C=O)c2ccccc2n1Cc1cccc(F)c1	1765	1928
O=C1N(c2cccc(Cl)c2)C(c2cccnc2)N2CCCN12 (configuration not stated)	1612	1687
Cc1c(N)c(C)c([N+](=O)[O-])c(C)c1[N+](=O)[O-]	1588	1689
Cc1nn(Cc2ccccc2Cl)c(C)c1C(=O)OCC(=O)N1CC(C)OC(C)C1 (configuration not stated)	1564	1751
CN1CCN(c2ccc(F)cc2N)CC1	1439	1440
OC1/C(=C/c2ccc(F)cc2)N2CCC1CC2 (configuration not stated)	1635	1615
CCOC(=O)C1(CCc2ccccc2)CCN(Cc2cccc3c2OCO3)CC1	1580	1937
OC12ONC(c3ccccn3)C1N1CCC2CC1 (configuration not stated)	1656	1668
COP(=O)(OC)C(NC(=O)c1ccc(C)cc1)C(Cl)(Cl)Cl (configuration not stated)	1450	1526
O=c1[nH]c(=O)n(Cc2ccco2)c(O)c1/C=N/N1CCCCC1	1850	1768
CCN(C(=O)Oc1ccccc1)c1ccc(C(O)(C(=O)OC)C(F)(F)F)cc1 (configuration not stated)	1464	1700
Cn1cc(NC(=O)CCl)cn1	1635	1880
CCCCn1c(O)c(/C(CC)=N/N2CCCCC2c2cccnc2)c(=O)[nH]c1=S (configuration not stated)	1586	1915
CCN1C(=O)C(=Cc2ccc(C)s2)C(=O)N(CC)C1=S	1625	1651
CCC(COC(=O)c1cc(OC)c(OC)c(OC)c1)(c1ccccc1)N(C)C (configuration not stated)	1629	1887
CCCn1c(C(=O)c2ccccc2)nc2ccccc21	1432	1673
Later entries.
SMILES	SRC3 TRFRET art	SRC1 TRFRET art
O=C1NC(=O)C(=Cc2ccc(Oc3ccc([N+](=O)[O-])cc3)cc2)C(=O)N1	1450	1778
Cc1c(P(=S)(c2ccccc2)c2ccccc2)[n+]2ccccc2n1C	1539	1877
Cc1c(N=Nc2c(O)n(C)c(=O)n(C)c2=O)c(=O)n(-c2ccccc2)n1C	1721	1932
CCc1ccc(N2C(=O)NC(=O)/C(=C/c3ccsc3)C2=O)cc1	1577	1784
CN1/C(=C\C=C2C(=O)NC(=O)NC2=O)C(C)(C)c2ccccc21	1732	2160
CC(O)CNc1ccc([N+](=O)[O-])c2cccnc12 (configuration not stated)	1597	1550
O=Cc1cn(Cc2ccccc2[N+](=O)[O-])c2ccccc12	1709	1919
O=S(=O)(c1ccccc1)N1CC1c1ccccc1 (configuration not stated)	1450	1882
O=C1NC(=O)C(CCc2ccncc2)(Cc2ccc([N+](=O)[O-])cc2)C(=O)N1	1434	1805
COc1cc(/C=C(/C)[N+](=O)[O-])ccc1OCc1ccccc1Cl	1730	1843
C=CCN1C(=O)/C(=C/c2cc(C)n(-c3ccccn3)c2C)C(=O)NC1=S	1394	1610
CCC(C)N1C(=O)/C(=C\c2ccc(N3CCCCCC3)cc2)C(=O)NC1=S (configuration not stated)	1703	2037
CN(C)C(=O)Oc1ccc(-c2cn3cc(Cl)ccc3n2)cc1	1545	1831
O=[N+]([O-])c1ccc(NCCCN2CCOCC2)c2ncccc12	1681	1574
CCCCCCOC(=O)c1ccccc1N	1489	1448
CCOC(=O)c1c(C)c(C(=O)N2CCC3(CC2)OCCO3)c(C)n1CC	1691	1708
O=C1CN(C(=O)COC(=O)Cc2ccccc2)c2ccccc2N1	1574	1827
c1ccc2c3c([nH]c2c1)CNCC3	1501	1784
COc1cccc(C(=O)C2CCCN(Cc3ccc4nonc4c3)C2)c1 (configuration not stated)	1497	1506
Cc1ccc(NC(=O)c2snnc2C)cc1Cl	1346	1602
CC(C)(C)C(=O)c1cn(Cc2ccccc2)c2ccccc12	1462	1852
C/C1=C\[C@@H](C)C/C=C/[C@H]2[C@@H]3O[C@]3(C)[C@@H](C)[C@H]3[C@H](Cc4c[nH]c5ccccc45)NC(=O)[C@]32C(=O)/C=C/C(=O)[C@@H]1O	1632	1700
Cc1c(C(c2ccc(F)cc2)c2c(O)c3ccccc3oc2=O)c(=O)n(-c2ccccc2)n1C (configuration not stated)	1487	1710
CC(=O)OC1C2CCC1C(N1CCCCC1)CC2 (configuration not stated)	1486	1944
OC1/C(=C/c2ccc(C(F)(F)F)cc2)N2CCC1CC2 (configuration not stated)	1568	1832
(cont.)
SMILES	SRC3 TRFRET art	SRC1 TRFRET art
COc1ccccc1CN1CCN(Cc2ccc(Cl)cc2)CC1	1621	1939
COc1ccc(C2CN(C)CC2C(=O)c2ccc(C)cc2)cc1Cl (configuration not stated)	1712	1704
Cc1cccc(OCC(=O)N2CCN(Cc3ccc([N+](=O)[O-])cc3)CC2)c1	1522	1811
CN1C(=O)N(C)C(=O)C2(Cc3cc([N+](=O)[O-])ccc3N(C)C2c2ccccc2)C1=O (configuration not stated)	1635	1865
O=C(c1ccc(-c2ccccc2)cc1)C1CCCN(Cc2ccn[nH]2)C1 (configuration not stated)	1681	1687
Cc1ccc(N2C(=O)NC(=O)/C(=C\C=C\c3ccco3)C2=O)cc1C	1506	1748
CNC(=O)Oc1cccc(-c2cn3cc(OC(=O)NC)ccc3n2)c1	1668	1970
CCOc1ccc(-n2c(-c3cccs3)nc3ccccc3c2=O)cc1	1813	1837
Nc1ccc(Br)cc1C(=O)c1ccccc1	1368	1436
Cc1cccc(OCC(=O)N2CCN(Cc3cccnc3)CC2)c1	1571	1744
Clc1ccc(Cn2ccnc2)cn1	1372	1696
CCOc1ccc(NC(=O)c2c(C)nn(Cc3ccccc3)c2Cl)cc1	1555	1592
Cc1ccsc1C(=O)C1CCCN(Cc2cccc(OCCO)c2)C1 (configuration not stated)	1797	1906
O=C1NC(=O)C(=Cc2ccc(N3CCOCC3)o2)C(=O)N1	1598	1846
O=[N+]([O-])c1ccc(N2CCCCC2)c2ncccc12	1468	1845
COC(=O)C(O)(c1ccc(NC(=S)NC(=O)c2ccc(Cl)cc2Cl)cc1)C(F)(F)F (configuration not stated)	1623	1730
CCCn1c(C)cc(C=O)c1C	1497	1769
CN1CCN(Cc2ccccc2C(F)(F)F)CC1	1818	2202
CC(NC1=NCCS1)c1ccccc1 (configuration not stated)	1661	1791
COC(=O)C(O)(c1ccc(N(C)C)cc1)C(F)(F)F (configuration not stated)	1578	1798
COc1ccccc1N1C(=O)NC(=O)/C(=C/c2ccc3c(c2)Cc2ccccc2-3)C1=O	1631	1729
NC(=O)c1ccc(N=Nc2c(O)[nH]c(=O)[nH]c2=O)cc1	1598	1715
OC(c1ccccc1)(c1ccccc1)c1ccncc1	1570	1888
NC(=O)c1c(NC(=O)c2ccc(S(=O)(=O)N(CCCl)CCCl)cc2)sc2c1CCCCC2	1797	1845
Cc1cc(C)cc(-n2c(C)cc(/C=C3\C(=O)NC(=O)N(C)C3=O)c2C)c1	1396	1408

20 of these compounds, reformatted.
SMILES | SRC3 TRFRET art | SRC1 TRFRET art
Cc1ccc(N2C(=O)NC(=O)/C(=C\C=C\c3ccco3)C2=O)cc1C | 1506 | 1748
CNC(=O)Oc1cccc(-c2cn3cc(OC(=O)NC)ccc3n2)c1 | 1668 | 1970
CCOc1ccc(-n2c(-c3cccs3)nc3ccccc3c2=O)cc1 | 1813 | 1837
Nc1ccc(Br)cc1C(=O)c1ccccc1 | 1368 | 1436
Cc1cccc(OCC(=O)N2CCN(Cc3cccnc3)CC2)c1 | 1571 | 1744
Clc1ccc(Cn2ccnc2)cn1 | 1372 | 1696
CCOc1ccc(NC(=O)c2c(C)nn(Cc3ccccc3)c2Cl)cc1 | 1555 | 1592
Cc1ccsc1C(=O)C1CCCN(Cc2cccc(OCCO)c2)C1 (configuration not stated) | 1797 | 1906
O=C1NC(=O)C(=Cc2ccc(N3CCOCC3)o2)C(=O)N1 | 1598 | 1846
O=[N+]([O-])c1ccc(N2CCCCC2)c2ncccc12 | 1468 | 1845
COC(=O)C(O)(c1ccc(NC(=S)NC(=O)c2ccc(Cl)cc2Cl)cc1)C(F)(F)F (configuration not stated) | 1623 | 1730
CCCn1c(C)cc(C=O)c1C | 1497 | 1769
CN1CCN(Cc2ccccc2C(F)(F)F)CC1 | 1818 | 2202
CC(NC1=NCCS1)c1ccccc1 (configuration not stated) | 1661 | 1791
COC(=O)C(O)(c1ccc(N(C)C)cc1)C(F)(F)F (configuration not stated) | 1578 | 1798
COc1ccccc1N1C(=O)NC(=O)/C(=C/c2ccc3c(c2)Cc2ccccc2-3)C1=O | 1631 | 1729
NC(=O)c1ccc(N=Nc2c(O)[nH]c(=O)[nH]c2=O)cc1 | 1598 | 1715
OC(c1ccccc1)(c1ccccc1)c1ccncc1 | 1570 | 1888
NC(=O)c1c(NC(=O)c2ccc(S(=O)(=O)N(CCCl)CCCl)cc2)sc2c1CCCCC2 | 1797 | 1845
Cc1cc(C)cc(-n2c(C)cc(/C=C3\C(=O)NC(=O)N(C)C3=O)c2C)c1 | 1396 | 1408

New compounds follow
SMILES	SRC3 TRFRET art	SRC1 TRFRET art
CC1=CC(=O)OC2CC3OC4C[C@@H](C)C5OC6CC7O[C@]8(C)C/C=C\C9OC%10CC%11OC(CC(C)CO)CC(O)[C@]%11(C)OC%10CC9OC8C[C@]7(C)O[C@]6(C)CCC5OC4C[C@]3(C)OC12 (some centres not stated)	1602	1679
Cc1cc(/C=C2\C(=O)NC(=O)N(Cc3ccccc3)C2=O)c(C)n1C1CC1	1505	1644
COc1ccc(CCNC2CCCCC2)cc1	1496	1503
CN1CCN(c2nc([N+](=O)[O-])nn2C)CC1	1653	1753
CCOC(=O)C(O)(c1ccc(N(C)C(=O)c2ccc(Cl)c(Cl)c2)cc1)C(F)(F)F (configuration not stated)	1712	1823
COC(=O)CNC(=O)c1cn(CCC#N)nc1-c1ccc(F)cc1	1405	1777
COc1ccc(NP(=O)(Oc2ccc(Cl)cc2)Oc2ccc(Cl)cc2)cc1OC	1499	1774
O=[N+]([O-])[N-][n+]1cnn(Cc2ccccc2)c1	1834	1995
Cc1cc(NC(=O)CCl)nn1C	1456	1613
CSc1ccc(CN2CCN(C(=O)COc3cccc(C)c3)CC2)cc1	1664	1786
CC1(C)C2([N+](=O)[O-])CN3CN(C2)CC1([N+](=O)[O-])C3	1495	1554
COc1ccc(NP(=O)(Oc2ccccc2OC)Oc2ccccc2OC)cc1	1523	1612

Rewritten with bars between the fields: two of the compounds above.
structure | SRC3 TRFRET art | SRC1 TRFRET art
CC1(C)C2([N+](=O)[O-])CN3CN(C2)CC1([N+](=O)[O-])C3 | 1495 | 1554
Cc1cc(/C=C2\C(=O)NC(=O)N(Cc3ccccc3)C2=O)c(C)n1C1CC1 | 1505 | 1644
